M1 PAM parental: counter-screen for M1 PAMs: effect in parental CHO-K1 cells; ATP EC20, Fluo-8 calcium fluorescence; 0% at ATP EC20, 100% at ATP max; activation, % at 3 µM; actives 0.02% (n = 360,000);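 active means activation above the run cutoff, the mean activation of all test compounds plus 3 SD, cut at about 40% in these data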;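 further: peak over basal fluorescence ratio in a 140 s read after ATP addition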
CHO parental Ca: signal in parental CHO cells, OX1R antagonist counter-screen | actives 0.63% (n = 330,000) | AID 463079 | parental CHO-K1, ATP-induced calcium, Fluo-8 fluorescence | inhibition, % at 5.6 µM;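 active means inhibition above that plate's mean sample inhibition plus 3 SD, cut at about 26% in these data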;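 further: 0% = ATP-challenged DMSO wells and 100% = DMSO wells without ATP; some compounds past the cut are filed as inactive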
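Material – parental CHO cells · Reagent – ATP stimulus · Compound – single nominal dose of 5.6 µM per compound · Detection – Fluo-8 fluorescence · Read-out basis – percent inhibition of calcium signal · Controls – ATP-challenged DMSO wells low, unchallenged DMSO wells high · Repeats – no replicates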
TAAR1 agonist: human TAAR1 agonism; CHO RD-HGA16 TAAR1, Fluo-8 calcium fluorescence; vehicle wells 0%, saturating PEA agonist 100%; activation, % at 3 µM; actives 0.99% (n = 360,000); AID 624467;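 active means activation above the mean activation of all test compounds in the run plus 3 SD, cut at about 38% in these data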
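test system = CHO RD-HGA16 cells carrying human TAAR1 plus Gα16 | schedule = 17-24 h seeding, 75 min 37 °C dye, 30 min RT | compound dosing = 3 µM single concentration | control set = DMSO and PEA EC100 | replicates = n 1 | signal = Fluo-8 fluorescence, 5 s baseline then 140 s kinetic read | measure = percent activation vs PEA EC100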
OXTR potentiator: potentiators of human oxytocin receptor. P30559. CHO-OTR cells, Fluo-8 calcium fluorescence, potentiator mode; 0% = oxytocin EC15, 100% = EC100. activation, % at 3 µM. actives 0.061% (n = 320,000);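 active means activation above that plate's cutoff, the mean activation of tested compounds plus 3 SD, cut at about 6.6% in these data, passing the limit was not always enough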;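 further: 100% uses oxytocin at 75 nM as the full agonist control; some results filed as inactive read as strong as hits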
Target sequence (P30559 whole entry, looked up): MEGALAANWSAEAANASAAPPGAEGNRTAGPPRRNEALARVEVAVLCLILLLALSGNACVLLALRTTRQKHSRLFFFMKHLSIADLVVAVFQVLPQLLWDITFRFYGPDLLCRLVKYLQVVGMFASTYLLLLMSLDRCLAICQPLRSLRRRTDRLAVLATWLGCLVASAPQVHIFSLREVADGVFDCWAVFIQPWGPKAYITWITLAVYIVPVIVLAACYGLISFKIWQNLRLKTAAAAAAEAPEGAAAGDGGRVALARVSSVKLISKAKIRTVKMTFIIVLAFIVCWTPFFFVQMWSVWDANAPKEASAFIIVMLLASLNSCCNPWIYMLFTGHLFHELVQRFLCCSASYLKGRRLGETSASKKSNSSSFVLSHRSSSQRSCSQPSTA
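System: human OTR in CHO cells / Also added: sub-maximal oxytocin, roughly EC15 / Control set: EC15 oxytocin low, 75 nM oxytocin high / Schedule: 6 min compound pre-incubation at room temperature, 100 s kinetic read / Compound: single-point 3.0 µM / Replication: singlicate / Technique: Fluo-8 calcium dye fluorescence / Read-out basis: % activation of max/min ratio relative to oxytocin controls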
CHO-K1 Ca antag: M1 antagonist counterscreen hit in parental CHO-K1 cells. inhibition, % at 3 µM. ATP-induced calcium, Fluo-8 fluorescence. actives 0.6% (n = 360,000). AID 602250;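 active means inhibition above a per-plate cutoff, the plate's mean sample inhibition plus 3 SD, cut at about 24% in these data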;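 further: 0% = DMSO plus EC80 ATP and 100% = DMSO alone without ATP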
CHO-K1 Ca ag: M1 agonist counterscreen hit in parental CHO-K1 cells; Fluo-8 calcium fluorescence; scaled to maximal ATP response, vehicle zero; activation, % at 3 µM; actives 0.48% (n = 360,000); AID 602248; in the data active means activation above about 15%;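 further: untransfected CHO-K1 host cells lacking M1 receptor as counterscreen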
CHRM1 agonist: agonists of human M1 muscarinic receptor; AID 588814; activation, % at 3 µM; P11229; actives 0.33% (n = 360,000); CHO-K1 hM1, Fluo-8 calcium fluorescence, agonist mode; 0% DMSO, 100% acetylcholine EC100;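 active means activation above the run's mean compound activation plus 3 SD, cut at about 16% in these data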;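 further: peak over basal fluorescence ratio within a 140 s kinetic read after compound addition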
Target sequence (P11229 whole entry, looked up): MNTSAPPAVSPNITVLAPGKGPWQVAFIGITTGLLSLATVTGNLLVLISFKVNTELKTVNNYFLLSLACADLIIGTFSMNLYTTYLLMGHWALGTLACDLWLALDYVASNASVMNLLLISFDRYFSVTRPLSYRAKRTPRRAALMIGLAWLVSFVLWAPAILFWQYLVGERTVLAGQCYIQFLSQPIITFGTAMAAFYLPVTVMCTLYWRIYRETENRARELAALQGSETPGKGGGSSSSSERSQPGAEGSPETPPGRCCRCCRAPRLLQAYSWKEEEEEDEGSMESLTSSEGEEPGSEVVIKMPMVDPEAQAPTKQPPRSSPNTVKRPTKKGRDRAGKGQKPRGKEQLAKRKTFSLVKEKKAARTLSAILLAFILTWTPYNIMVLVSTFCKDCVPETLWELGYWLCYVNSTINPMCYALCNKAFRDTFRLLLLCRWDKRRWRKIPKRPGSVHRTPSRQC
TAAR1 antagonist: antagonists of human TAAR1; Q96RJ0; CHO RD-HGA16 TAAR1, Fluo-8 calcium fluorescence, antagonist; inhibition, % at 3 µM; actives 1.5% (n = 360,000);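 active means inhibition above a per-plate cutoff, the mean inhibition of test compounds on that plate plus 3 SD, cut at about 49% in these data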;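 further: 0% = DMSO plus EC80 beta-PEA response and 100% = DMSO alone without agonist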
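Test system: RD-HGA16 CHO cells with stable hTAAR1 and Gα16 / Probe or stimulus: EC80 β-phenethylamine stimulus / Times: seeding 17-24 h prior, 75-min 37 °C, 30-min RT dye loading / Detection: Fluo-8 calcium-sensitive fluorescence / Read-out basis: % inhibition scaled between DMSO and EC80 PEA controls / Repeats: singlicate, one well per test compound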
M1 antag: blocks human M1 muscarinic receptor | actives 1.3% (n = 360,000) | CHO-K1 hM1, Fluo-8 calcium fluorescence, ACh EC80 antagonist | P11229 | inhibition, % at 3 µM;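 active means percent inhibition above its own plate's cutoff, namely the mean of that plate's compound wells plus 3 SD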;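 further: peak over basal fluorescence ratio during 140 s after agonist addition; 0% = ACh EC80 plus DMSO and 100% = DMSO alone without agonist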
An asterisk follows results filed as active; nt = not tested or not shown.

SMILES | M1 PAM parental | CHO parental Ca | TAAR1 agonist | OXTR potentiator | CHO-K1 Ca antag | CHO-K1 Ca ag | CHRM1 agonist | TAAR1 antagonist | M1 antag
O=C(CSc1nc2[nH]c(=O)[nH]c(=O)c2s1)Nc1cccc(F)c1 | 4 | -7 | 3 | 2 | -17 | 1.8 | -1 | -17 | -7
CC(C)CCNC(=O)C(c1cccs1)N(CC1CCCO1)C(=O)Cn1nnc2ccccc21 (stereo not given) | -1 | -12 | -3 | -3 | -6 | 0.8 | -1 | 1 | 1
CSc1ccccc1NC(=O)CN(C)CC(=O)NCC(=O)Nc1ccc(F)cc1 | -21 | -37 | 2 | -8 | 1 | 1.0 | -2 | -6 | -5
O=C(COc1ccc(Cl)cc1Cl)N/N=C/c1cccnc1 | 14 | -19 | 11 | -7 | -23 | 1.3 | -2 | -13 | 4
CC(C)/C=C1\CC/C(=C\c2cccnc2)C1=O | 9 | -14 | 1 | 3 | -9 | 0.5 | -4 | -10 | -3
COc1ccc(OC)c(NC(=O)c2c(NC(=O)CNCc3ccco3)sc3c2CCC3)c1 | 4 | -24 | 0 | -6 | -8 | 0.4 | -2 | 10 | 2
COc1ccc(C(=O)CN2C(=O)NC3(CCCc4ccccc43)C2=O)c(OC)c1 (stereo not given) | 10 | -22 | 5 | -4 | -14 | 0.7 | -1 | -23 | -4
Cc1ccc(S(=O)(=O)N(Cc2cccc(C)c2)C(=O)N2CCN(C)CC2)cc1 | 13 | 1 | 2 | -10 | 2 | 1.2 | -5 | 0 | 4
COc1cc(/C=N/Nc2nc(=O)[nH]nc2C)cc([N+](=O)[O-])c1O | 14 | 3 | 5 | 0 | -5 | 0.6 | -3 | -19 | -11
COc1ccc(N(C(=O)CCl)C(C(=O)NCCc2ccccc2)c2cccs2)cc1 (stereo not given) | -7 | -21 | 27 | -6 | -1 | 0.6 | -9 | -1 | 11
Nc1ccccc1C(=O)NC1CCCCNC1=O (stereo not given) | 15 | -8 | 2 | -10 | -4 | 0.7 | -3 | -48 | -19
COc1ccc(N2CC(C(=O)Nc3nccs3)CC2=O)cc1 (stereo not given) | -9 | -2 | 0 | -5 | -22 | 0.6 | -2 | -12 | -4
Cc1ccccc1CNC(=O)C1CCC(=O)N(C2CCCCCC2)C1 (stereo not given) | 20 | -22 | 2 | 1 | -14 | 2.7 | -1 | -19 | -7
COCCNC(=O)c1ccc(-n2c(SCc3ccncc3)nc3ccccc3c2=O)cc1 | 2 | -18 | 2 | -3 | -4 | 0.0 | -3 | -31 | -3
CCCN(CCC)C(=O)c1cn(C)c2ccc(S(=O)(=O)N3CCCC3)cc2c1=O | 28 | -4 | 2 | -2 | -23 | 1.7 | -2 | -21 | -7
O=C(COC(=O)c1ccc([N+](=O)[O-])o1)Nc1ncc(Cl)cc1Cl | 13 | -9 | 8 | -4 | -13 | 0.6 | -5 | -1 | -9
CCc1nnc(NS(=O)(=O)c2ccc(NCc3cc(Cl)cc(Cl)c3O)cc2)s1 | 14 | -2 | 2 | -3 | -12 | 0.2 | -6 | 16 | -8
CCOC(=O)c1sc(NC(=O)c2ccccc2OCC)nc1C | 10 | -18 | 0 | -6 | -19 | 0.6 | -2 | -17 | -4
Cc1ccc(S(=O)(=O)NCCC(=O)NCC(c2ccco2)N2CCCCC2)cc1C (stereo not given) | -24 | -26 | 0 | 3 | 17 | -0.1 | -5 | -20 | 9
Cc1cc(NC(=O)CCN2CCN(C/C=C/c3ccccc3)CC2)ccc1Br | 16 | 17 | 28 | -17 | 3 | 11 | 5 | 27 | -4
COc1cc(/C=N/NC(=O)[C@H](Cc2c[nH]c3ccccc23)NC(=O)OCC(C)C)cc([N+](=O)[O-])c1O | -11 | -7 | 2 | -5 | 2 | -0.5 | -3 | -7 | 7
O=C(CN1CCCC1)OCCCc1ccccc1 | 18 | -7 | 4 | 2 | -6 | 0.2 | -10 | -8 | 0
C=Cn1cc[n+](CC(=O)c2ccc(Cl)c(Cl)c2)c1 | 12 | -2 | 2 | -1 | -7 | 0.5 | -10 | -17 | -4
Cc1ccc(OCC(=O)OCC(=O)c2cccc([N+](=O)[O-])c2)cc1C | 13 | -7 | 0 | -3 | 1 | 0.8 | 1 | -1 | -16
CCOC(=O)CNC(=O)Nc1nnc(-c2ccc(OCC)cc2)o1 | -5 | -19 | -2 | -13 | -4 | 0.1 | -2 | 13 | -9
NC(=O)CC(NC(=O)c1ccccc1)c1ccc(NCCc2ccc(F)cc2)c([N+](=O)[O-])c1 (stereo not given) | 3 | -6 | 5 | -8 | -4 | 0.4 | -2 | -12 | -5
Cc1cc(C(=O)Nc2sc(C)c(-c3ccc(F)cc3)c2C(N)=O)no1 | -5 | 0 | 24 | -6 | 10 | 0.2 | -1 | 3 | 1
CN1CCC(OC(=O)c2ccccc2)CC1 | 6 | -5 | 1 | 2 | -6 | -0.7 | -10 | -2 | 21
COC(=O)C1=C(C)NC(=O)/C1=C\c1ccc2c(c1)OCO2 | 9 | -5 | 10 | -7 | -2 | 0.6 | -1 | -5 | 0
O=C(NCc1ccccc1)C(c1ccc(F)cc1)N(C(=O)c1csnn1)C1CC1 (stereo not given) | -19 | -14 | -2 | -4 | 5 | 0.7 | -2 | 16 | 10

Arranged by formula weight (rising): some entries from above
SMILES | M1 PAM parental | CHO parental Ca | TAAR1 agonist | OXTR potentiator | CHO-K1 Ca antag | CHO-K1 Ca ag | CHRM1 agonist | TAAR1 antagonist | M1 antag
O=C(CN1CCCC1)OCCCc1ccccc1 | 18 | -7 | 4 | 2 | -6 | 0.2 | -10 | -8 | 0
C=Cn1cc[n+](CC(=O)c2ccc(Cl)c(Cl)c2)c1 | 12 | -2 | 2 | -1 | -7 | 0.5 | -10 | -17 | -4
COC(=O)C1=C(C)NC(=O)/C1=C\c1ccc2c(c1)OCO2 | 9 | -5 | 10 | -7 | -2 | 0.6 | -1 | -5 | 0
CCOC(=O)CNC(=O)Nc1nnc(-c2ccc(OCC)cc2)o1 | -5 | -19 | -2 | -13 | -4 | 0.1 | -2 | 13 | -9
Cc1ccc(OCC(=O)OCC(=O)c2cccc([N+](=O)[O-])c2)cc1C | 13 | -7 | 0 | -3 | 1 | 0.8 | 1 | -1 | -16
Cc1cc(C(=O)Nc2sc(C)c(-c3ccc(F)cc3)c2C(N)=O)no1 | -5 | 0 | 24 | -6 | 10 | 0.2 | -1 | 3 | 1
O=C(NCc1ccccc1)C(c1ccc(F)cc1)N(C(=O)c1csnn1)C1CC1 (stereo not given) | -19 | -14 | -2 | -4 | 5 | 0.7 | -2 | 16 | 10
Cc1ccc(S(=O)(=O)NCCC(=O)NCC(c2ccco2)N2CCCCC2)cc1C (stereo not given) | -24 | -26 | 0 | 3 | 17 | -0.1 | -5 | -20 | 9
NC(=O)CC(NC(=O)c1ccccc1)c1ccc(NCCc2ccc(F)cc2)c([N+](=O)[O-])c1 (stereo not given) | 3 | -6 | 5 | -8 | -4 | 0.4 | -2 | -12 | -5
COc1cc(/C=N/NC(=O)[C@H](Cc2c[nH]c3ccccc23)NC(=O)OCC(C)C)cc([N+](=O)[O-])c1O | -11 | -7 | 2 | -5 | 2 | -0.5 | -3 | -7 | 7

Remaining list, next part
SMILES | M1 PAM parental | CHO parental Ca | TAAR1 agonist | OXTR potentiator | CHO-K1 Ca antag | CHO-K1 Ca ag | CHRM1 agonist | TAAR1 antagonist | M1 antag
COc1ccc(NC(=O)c2sc3nc(C)nc(N4CCOCC4)c3c2C)c(OC)c1 | 5 | -1 | 0 | -6 | -10 | 0.5 | -3 | -36 | -11
CC(C)C[C@H]1COCCS(=O)(=O)N1Cc1ccc(Cl)c(Cl)c1 | 1 | -19 | 24 | -6 | -4 | -0.1 | -14 | -5 | 14
CCOC(=O)Cc1csc(NC(=O)CSc2nnc(C3CC3)n2C)n1 | 4 | -6 | 3 | -8 | -4 | -0.3 | -3 | 0 | -4
Cc1nc(C)n(C(C)CC(=O)O)n1 (stereo not given) | 10 | -5 | 5 | -4 | -8 | -0.3 | 0 | -11 | -5
COc1ccccc1NS(=O)(=O)c1ccc(C(=O)N2CCCC(C)C2)cc1 (stereo not given) | 2 | -2 | 22 | -5 | 3 | 7.5 | 4 | -10 | 3
C#CCOCCOCCOCCNc1nc(N2CCN(C(=O)CCCCCCCCCCNC(=O)Cn3cc(CCCCCN)nn3)CC2)nc(N2CCN(C(=O)CCCCCCCCCCNC(=O)[C@H](CO)n3cc(CCCCCN)nn3)CC2)n1 | 3 | -18 | nt | -15 | -18 | 1.8 | -2 | nt | 11
CCOC(=O)c1c(NC(=O)c2cccnc2)sc(C)c1C | 16 | -28 | 2 | 1 | -5 | 0.5 | -6 | 6 | 2
COc1cccc(CC2(CO)CCCN(Cc3ccc(OC)c(C)c3OC)C2)c1 (stereo not given) | -13 | -9 | 8 | -10 | 5 | 3.1 | -9 | -2 | -8
COCCNC(=O)C1(C)CCN(C(=O)c2nc(C)oc2C)C1 (stereo not given) | 18 | nt | 1 | nt | -6 | 1.1 | -4 | -25 | -18
OCCNCCO | 14 | -11 | 0 | -3 | 5 | -0.2 | -1 | 4 | -20
COC/C=C/C1=CC2=CC(=O)C(C)(OC(=O)c3cnc4ccccc4n3)C(=O)C2=CN1Cc1ccccc1 (stereo not given) | 13 | -24 | 13 | 0 | -8 | 1.1 | -6 | -7 | 2
CCOc1ccc(NC(=O)CC2C(=O)N(c3ccc(OC)cc3)C(=O)N2CCc2cccs2)cc1 (stereo not given) | 0 | -22 | 1 | -5 | -8 | 2.1 | -7 | 11 | -6
COc1ccc(CCNC(=O)CN(CCc2ccccc2)S(C)(=O)=O)cc1 | 19 | -12 | 1 | -9 | -9 | 0.9 | -7 | -17 | -7
CSCC[C@H](NC(=O)c1ccc(OCC2CCCO2)cc1)c1nc2ccccc2[nH]1 (stereo not given in full) | 12 | -32 | 0 | 9 | -10 | 0.3 | -4 | -10 | -8
CC(=O)N(Cc1ccc(F)cc1)C1=C(NCCc2ccccc2)C(=O)c2ccccc2C1=O | 18 | -39 | 50* | -5 | -6 | -0.1 | -6 | -2 | -19
O=S1(=O)N=C(N/N=C/c2ccc(Br)o2)c2ccccc21 | 19 | 1 | 4 | -9 | -13 | 3.4 | -5 | 2 | -6

Screens from PubChem BioAssay.

Rows were taken by chance; any-hit rate near 4.2%.
